Source: PubChem (several laboratories)
KCC2 mod: KCC2 cotransporter modulators, thallium flux, primary screen, cell-based, HEK293 KCC2, FluoZin-2 fluorescence, MLSMR | Solute carrier family 12 member 5 (Homo sapiens), Q9H2X9 | KCC2 cells, thallium flux FluoZin-2 fluorescence | B-score of Tl+ flux slope (higher = more flux/activation; lower = inhibition) at 10 µM | 2.2% of 190,000 active | AID 1456, 2008;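 active = thallium flux slope and its plate-corrected score both differing from the plate sample mean at a set confidence after two filtering rounds, in either direction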;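 also: slope of fluorescence scaled to starting intensity during 10 to 20 s after thallium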
FXIa inh 1536: human FXIa protease inhibitors, primary screen, biochemical, 1536-well. Coagulation factor XI (Homo sapiens), P03951. purified FXIa, Boc-Glu-Ala-Arg-AMC fluorogenic substrate. inhibition, % at 5 µM. 0.14% of 220,000 active. AID 798, 2007;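 active = inhibition of at least 40%; inactive = inhibition below 40%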;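 also: fluorescence of freed AMC excited at 355 nm; 0% = enzyme without compound and 100% = no enzyme blank; many of its hits are not listed in these tables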
Furin inh: human furin inhibitors, primary screen, biochemical, fluorescence intensity; inhibition, % at 30 µM; 0.061% of 220,000 active; purified furin, fluorogenic substrate cleavage; in the data active = inhibition above about 25%; also: inactives centre near -15
thrombin 1536: human alpha-thrombin inhibitors, primary screen, counter-screen for coagulation protease inhibitor project, biochemical, 1536-well, fluorogenic AMC substrate; Boc-VPR-AMC fluorogenic substrate cleavage; 0.26% of 220,000 active; inhibition, % at 5 µM;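 active = inhibition at or above 40%; inactive = inhibition below 40%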;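 also: 0% = enzyme with no compound and 100% = wells without enzyme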
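System: human alpha-thrombin protein; Compound dosing: one concentration per compound, 5 µM, with 0.2% DMSO; Timing: reaction at room temperature; Technique: AMC fluorescence, 355/460 nm; Controls: enzyme without compound as high, wells lacking enzyme as low.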
Wee1 stabilizer: Wee1 degradation inhibitors, primary screen, cell-based, HeLa, Wee1K328M-luciferase, luminescence; Wee1-like protein kinase (Homo sapiens), P30291; HeLa Luc-Wee1K328M stability; 100% = proteasome inhibitor MG132 effect; reporter increase, % at 5 µM; 1.2% of 220,000 active; AID 1321, 2008;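 active = activation above the mean of all tested compounds plus 3 SD, set per screening run, cut at about 8.8% in these data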;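 also: cells exposed to compound for 20 h before luminescence read; 0% = DMSO alone and 100% = MG132 at 30 µM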
KLK5 inh: human KLK5 protease inhibitors, primary screen, biochemical, 1536-well | AID 873, 2007 | inhibition, % at 5 µM | recombinant hK5, fluorogenic AMC substrate cleavage | Kallikrein-5 (Homo sapiens), Q9Y337 | 0.59% of 210,000 active;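 active = inhibition of 40% or more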;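 also: 0% = enzyme controls without compound and 100% = no-enzyme blanks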
p97 inhibitor: inhibitors of human p97 ATPase, primary screen, biochemical | inhibition, % at 8 µM | 0.42% of 220,000 active | recombinant p97 ATPase, Kinase-Glo ATP luminescence, 3 h; in the data active = inhibition above about 15%;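 also: 0% = DMSO vehicle and 100% = wells lacking enzyme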
FXIIa inh 1536: human FXIIa protease inhibitors, primary screen, biochemical, 1536-well; Coagulation factor XII (Homo sapiens), P00748; AID 800, 2007; purified FXIIa, Boc-QGR-AMC fluorogenic substrate, 2 h; inhibition, % at 5 µM; 0.3% of 220,000 active; in the data active = inhibition above about 40%;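 also: 0% = enzyme with no compound and 100% = blank without enzyme; many of its hits are not listed in these tables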
PERK inhibitor: block of dimerizer-induced PERK translation repression, primary screen, PERK inhibitor project, CHO PERK-DD cells, SEAP luminescence, HTS; AID 1416, 2008; 0.17% of 220,000 active; inhibition, % at 5.6 µM; CHO PERK-DD fusion, SEAP luminescence translation reporter; Eukaryotic translation initiation factor 2-alpha kinase 3 (Homo sapiens), Q9NZJ5;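 active = inhibition above the mean inhibition of all tested compounds plus 3 SD, set separately per screening campaign, cut at about 2.9% in these data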;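 also: PERK kinase domain activated by AP20187 dimerizer at 100 nM; 0% = DMSO with dimerizer and 100% = rapamycin at 8.4 µM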
Target sequence (Q9NZJ5 whole entry, looked up, the tested form may be a part): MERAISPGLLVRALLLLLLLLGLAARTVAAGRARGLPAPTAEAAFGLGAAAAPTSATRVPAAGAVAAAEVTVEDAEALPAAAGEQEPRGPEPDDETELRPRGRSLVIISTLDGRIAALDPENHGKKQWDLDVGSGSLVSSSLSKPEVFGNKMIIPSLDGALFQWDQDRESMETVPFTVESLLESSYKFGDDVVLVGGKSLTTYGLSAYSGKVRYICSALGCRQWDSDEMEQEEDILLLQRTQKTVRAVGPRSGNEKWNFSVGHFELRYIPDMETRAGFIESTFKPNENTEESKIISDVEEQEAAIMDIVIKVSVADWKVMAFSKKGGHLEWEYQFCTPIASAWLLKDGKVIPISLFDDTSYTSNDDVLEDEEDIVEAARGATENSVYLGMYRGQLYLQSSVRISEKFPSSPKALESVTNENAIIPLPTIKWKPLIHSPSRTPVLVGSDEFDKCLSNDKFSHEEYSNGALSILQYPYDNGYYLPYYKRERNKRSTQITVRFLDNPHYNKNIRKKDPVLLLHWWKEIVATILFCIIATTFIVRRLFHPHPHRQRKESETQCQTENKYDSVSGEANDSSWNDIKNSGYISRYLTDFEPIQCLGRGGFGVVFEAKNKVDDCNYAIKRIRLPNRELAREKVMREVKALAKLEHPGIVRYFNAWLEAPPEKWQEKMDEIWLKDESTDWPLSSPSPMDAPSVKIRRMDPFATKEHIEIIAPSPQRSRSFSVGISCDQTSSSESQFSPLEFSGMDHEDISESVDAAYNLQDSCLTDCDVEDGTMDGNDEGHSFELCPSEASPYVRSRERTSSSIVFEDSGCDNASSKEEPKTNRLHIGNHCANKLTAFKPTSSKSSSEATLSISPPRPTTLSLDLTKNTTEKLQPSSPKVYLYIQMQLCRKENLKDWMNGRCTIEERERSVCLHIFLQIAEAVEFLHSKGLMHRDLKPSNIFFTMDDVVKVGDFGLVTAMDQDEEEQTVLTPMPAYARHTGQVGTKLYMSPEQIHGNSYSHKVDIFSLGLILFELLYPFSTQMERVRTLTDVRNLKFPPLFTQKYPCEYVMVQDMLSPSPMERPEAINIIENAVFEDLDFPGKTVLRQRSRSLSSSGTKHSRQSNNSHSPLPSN
Starred values were filed as active, the others as inactive; · = no result given; [ ] = another dose, or the depositor's remark.

SMILES | KCC2 mod | FXIa inh 1536 | Furin inh | thrombin 1536 | Wee1 stabilizer | KLK5 inh | p97 inhibitor | FXIIa inh 1536 | PERK inhibitor
Cn1cc([N+](=O)[O-])c(C(=O)NCc2cc3ccccc3[nH]2)n1 | -0.464 | 10.6 | -24.5 | -1.8 | 2.8 | -8.4 | 2.0 | 7.2 | 1.1
O=C(COC(=O)Cn1cnc2ccccc2c1=O)NCCC1=CCCCC1 | -0.0758 | -7.9 | 1.1 | 24.5 | -2.0 | 20.7 | -9.1 | 20.7 | -0.5
CCN=C1SC(CC(=O)NCCc2ccc(OC)c(OC)c2)C(=O)N1CC (centres undefined) | -0.0143 | -6.1 | -30.1[20 µM] | -2.7 | 0.0 | -8.7 | 2.0 | 4.7 | -0.6
OCCC#Cc1ccc(CN2CCN(Cc3ccccc3)C(CCO)C2)cc1 (centres undefined) | -0.317 | 0.3 | -1.3 | -7.9 | 4.8 | -6.1 | -0.2 | -1.3 | 0.1
COc1cccc(CCNC(=O)c2ccc(C#N)cc2)c1 | · | 0.4 | -27.4 | -3.1 | 2.1 | · | 0.4 | 9.1 | 1.2
O=C(CCC1CCCN(c2ncccn2)C1)N1CCN(c2ccccn2)CC1 (centres undefined) | 0.359 | 4.6 | -4.3 | -0.3 | 1.6 | 1.5 | 0.7 | 12.8 | -0.6
O=C(CCN1C(=O)c2ccccc2C1=O)Nc1ccc(-c2nc3ccccc3s2)cc1 | 0.00294 | -7.4 | 6.0 | -13.3 | 2.4 | 2.9 | 0.6 | 3.7 | 0.3
O=c1c(C(c2ccc(Cl)cc2)c2c(O)nc3n(c2=O)CCCS3)c(O)nc2n1CCCS2 | 0.292 | -1.9 | -11.7 | -5.7 | 4.3 | 0.7 | -2.7 | 4.4 | 0.0
CCN(CC)S(=O)(=O)c1cccc(NC(=O)CN2C(=O)c3ccc([N+](=O)[O-])cc3C2=O)c1 | -1.25 | 9.4 | -9.7 | -1.5 | -2.1 | -4.5 | 4.2 | 11.4 | 1.0
CCOC(=O)C1C(=O)NCC2CCCC21 (centres undefined) | -1.02 | -4.1 | -6.0 | 13.0 | -0.1 | 3.2 | 3.8 | -16.4 | 1.8
O=C(NCC1OCCc2ccccc21)c1ccc(NC(=O)c2cccc(Br)c2)cc1 (centres undefined) | -0.591 | 0.8 | -23.0 | -5.0 | -1.0 | -4.1 | 5.7 | 9.0 | -0.2
O=C(Cn1cc2c(n1)CCCCC2)N1CCCCC1 | 0.405 | -4.6 | -16.2 | -3.6 | -1.2 | 6.8 | -4.5 | 4.5 | -0.1
COc1ccc(C2/C=C\CN(CC(C)(C)C)CC(=O)N2Cc2ccc(F)cc2)cc1 (centres undefined) | -0.546 | -0.3 | -22.8 | -0.7 | · | -0.2 | · | 5.1 | ·
COc1cc(NC(=S)NCc2cccs2)cc(OC)c1 | 1.31 | 4.0 | -17.6 | -0.1 | 0.6 | -9.2 | -3.0 | 6.3 | 0.9
N/C(Cc1cccc2ccccc12)=N\OC(=O)c1cccs1 | 1.53 | -1.3 | -5.6 | -5.6 | 0.2 | -18.6 | 4.1 | 9.9 | 0.2
CC[C@@H](C)[C@H](NC(=O)C1CCN(C(=O)[C@@H](NS(=O)(=O)c2ccc(C)cc2)C(C)C)CC1)C(=O)O | · | 0.8 | -20.4 | 1.1 | -1.7 | 3.1 | -5.3 | 2.0 | 0.1
CCc1ccc(C(=O)Nc2ccc(C)c(NS(C)(=O)=O)c2)cc1 | -0.177 | 1.9 | -26.6 | -12.9 | 4.4 | 0.6 | 6.1 | 8.4 | 0.3
CN(C)S(=O)(=O)c1ccc(NC(=O)C2CC3C=CC2C3)cc1 (centres undefined) | 0.425 | -6.6 | -9.7 | -7.9 | -1.2 | 5.6 | -5.3 | 3.1 | -0.1
Cc1ccc(S(=O)(=O)NCCC(=O)Nc2cccc(Cl)c2)cc1 | -0.315 | 7.2 | -28.3 | 1.3 | 1.3 | -2.7 | 1.8 | 11.6 | 0.1
CC(=O)Nc1ccc(C(=O)N/N=C/C2CC3C=CC2C3)cc1 (centres undefined) | 0.896 | -4.2 | -21.1 | -9.5 | -2.7 | -7.0 | 3.3 | -7.6 | 0.2
O=c1cc(CN2CCN(S(=O)(=O)c3ccc4c(c3)OCCO4)CC2)c2ccc(O)cc2o1 | -0.306 | 2.0 | -9.7[20 µM] | 3.5 | 3.1 | -24.7 | -1.0 | 9.3 | 0.1
CC(=O)Nc1cccc(C(=O)/C=C/c2ccc(N(C)C)cc2)c1 | -2.57 | 4.8 | -15.1 | -1.9 | 0.1 | -9.2 | -0.7 | 5.5 | 0.3
CCCCCC(=O)NNC1CC(=O)N(c2cccc(OCC)c2)C1=O (centres undefined) | 0.75 | 3.5 | -11.4 | -0.8 | 0.2 | 3.6 | 3.5 | 3.0 | 0.5
CC(C)(C)c1cccc(Oc2nn[nH]n2)c1 | · | -3.6 | -16.6[20 µM] | -0.5 | -1.5 | -10.7 | 8.5 | 7.7 | 0.8
CCOC(=O)c1ccc(N2C(=O)CC(N(Cc3ccc4c(c3)OCO4)C(=O)Nc3ccccc3)C2=O)cc1 (centres undefined) | 0.778 | 2.8 | -14.8[20 µM] | 4.0 | -0.9 | -6.5 | -0.7 | 18.9 | -1.3
Cc1cc(C(=O)COC(=O)C2=NNC(=O)CC2)c(C)n1-c1cccc(C(F)(F)F)c1 | · | 1.9 | -8.7[20 µM] | 2.7 | 2.4 | -9.3 | 2.0 | 9.7 | 0.6
CN1CCN(c2ccc(C(=O)c3ccc(F)cc3)cc2)CC1 | 0.0555 | -1.6 | -3.6 | -2.4 | 9.0* | 0.1 | 3.2 | -5.9 | 0.8
CN(C)c1nc(OCCNC(=O)Nc2ccc(Cl)cc2)nc(N(C)C)n1 | -1.36 | -6.7 | -12.5 | -2.1 | -3.9 | -15.3 | 3.4 | -0.5 | -0.5
CCn1c(SCC(N)=O)nc2ccccc2c1=O | 1.45 | 0.0 | -23.6 | 4.5 | 1.5 | -11.0 | -1.7 | 2.2 | -0.8
CC1(C)CC(=O)c2c(nc(SCC(=O)Nc3nsc(-c4ccccc4)n3)c(C#N)c2-c2ccccc2)C1 | -3.04 | -2.5 | -5.5[20 µM] | -4.7 | -2.2 | 3.0 | 1.4 | 0.1 | -0.2
COc1ccc(OC)c(C2=NOC(C(=O)NCC3CCCO3)C2)c1 (centres undefined) | -0.00439 | -0.4 | -24.7 | -2.3 | 6.1 | -9.7 | -5.0 | 6.1 | -0.3
CCOC(=O)CC1C(=O)NCCN1C(=O)c1cc2c(=O)n3cccc(C)c3nc2s1 (centres undefined) | -1.35 | -11.7 | -86.5 | -14.3 | 1.5 | -23.2 | 4.4 | -11.5 | 0.6
COc1ccccc1NC(=O)Nc1cc(NC(=O)Nc2ccccc2OC)c(C)nc1C | -0.761 | 0.7 | -13.0 | -3.7 | -1.9 | -12.1 | 3.2 | 4.0 | -0.1
O=C(Nc1ccc(Cl)cc1)c1cc(S(=O)(=O)N2CCOCC2)cs1 | · | -2.8 | -10.5[20 µM] | 2.1 | -0.5 | -26.9 | -4.0 | 15.0 | -0.9
COc1cc(NC(=O)COC(=O)CNC(=O)c2ccc(C)s2)cc(OC)c1 | -0.946 | 2.6 | -19.3 | -4.8 | 6.2 | -7.1 | 3.7 | 3.8 | 1.8
O=C(NC1CCCCC1)C(c1ccco1)N(Cc1ccco1)C(=O)c1ccco1 (centres undefined) | -0.133 | -2.2 | -23.3 | -4.8 | 0.8 | -26.2 | -0.2 | 6.8 | -0.8
CC(=O)NCCc1c[nH]c2ccc(OCC(O)CNC(C)(C)C)cc12 (centres undefined) | -0.478 | 0.2 | -0.9 | 1.3 | -1.6 | 1.6 | 7.0 | 3.9 | -1.0
Cc1ccc(C)c(N(C)S(=O)(=O)c2ccc3[nH]cc(C(=O)NCCN4CCOCC4)c(=O)c3c2)c1 | -0.44 | 3.1 | -3.6 | -4.6 | 2.1 | -13.9 | -4.5 | 10.3 | -0.5
COC(=O)c1ccc(C(=O)Nc2cc(Cl)ccc2Cl)cc1NC(=O)c1ccc(N(C)C)cc1 | 0.318 | -0.2 | -13.0 | -8.4 | 0.2 | -7.4 | 3.2 | -11.6 | 0.1
Clc1ccc(-c2nnnn2-c2ccc(Cl)c(Cl)c2)cc1Cl | -0.506 | 4.6 | -21.1[20 µM] | 2.3 | -2.4 | -3.6 | 0.2 | 11.0 | 0.0
CCN(CC)CCN1C(=O)C(=O)/C(=C(/O)c2ccc3c(c2)CC(C)O3)C1c1ccc(OC)cc1 (centres undefined) | 0.491 | 24.0 | -5.8 | -0.5 | -1.2 | 2.4 | 5.5 | 7.1 | -0.1
COc1cc(OC)c(NC(=O)c2ccc(F)cc2)cc1Cl | 0.765 | -3.2 | -14.9 | -2.3 | -1.1 | -4.1 | 3.2 | 4.7 | 1.0
CCCCCCCOC(=O)C1=C(C)Nc2ncnn2C1c1cccs1 (centres undefined) | · | 3.3 | -17.4[20 µM] | 3.8 | -1.7 | 3.0 | -4.9 | 14.6 | -1.0
CCOc1ccccc1NC(=O)Nc1cccc(C(C)=O)c1 | -1.5 | -7.8 | -7.0[20 µM] | 0.7 | 15.0* | -12.5 | -3.4 | 12.8 | -0.8
CC(C)Cn1c(=O)n(C)c(=O)c2[nH]cnc21 | 0.656 | 1.3 | -9.0 | 1.1 | · | 0.6 | · | 7.1 | ·
Cc1cc(C)n(-c2ccc(C(=O)Nc3cccc([N+](=O)[O-])c3)cc2)n1 | -0.635 | -11.7 | -14.7 | -11.6 | -1.5 | -7.0 | 0.0 | -0.1 | -0.2

Some entries already given, reduced to FXIa inh 1536, PERK inhibitor and Furin inh:
canonical_smiles | FXIa inh 1536 | PERK inhibitor | Furin inh
CC(C)Cn1c(=O)n(C)c(=O)c2[nH]cnc21 | 1.3 | · | -9.0
Cc1cc(C)n(-c2ccc(C(=O)Nc3cccc([N+](=O)[O-])c3)cc2)n1 | -11.7 | -0.2 | -14.7

Five of the entries above in order of their number in KCC2 mod, highest first:
compound	KCC2 mod	FXIa inh 1536	Furin inh	Wee1 stabilizer	KLK5 inh	p97 inhibitor	FXIIa inh 1536	PERK inhibitor
CCN(CC)CCN1C(=O)C(=O)/C(=C(/O)c2ccc3c(c2)CC(C)O3)C1c1ccc(OC)cc1 (centres undefined)	0.491	24.0	-5.8	-1.2	2.4	5.5	7.1	-0.1
COC(=O)c1ccc(C(=O)Nc2cc(Cl)ccc2Cl)cc1NC(=O)c1ccc(N(C)C)cc1	0.318	-0.2	-13.0	0.2	-7.4	3.2	-11.6	0.1
CC(=O)NCCc1c[nH]c2ccc(OCC(O)CNC(C)(C)C)cc12 (centres undefined)	-0.478	0.2	-0.9	-1.6	1.6	7.0	3.9	-1.0
Clc1ccc(-c2nnnn2-c2ccc(Cl)c(Cl)c2)cc1Cl	-0.506	4.6	-21.1[20 µM]	-2.4	-3.6	0.2	11.0	0.0
Cc1cc(C)n(-c2ccc(C(=O)Nc3cccc([N+](=O)[O-])c3)cc2)n1	-0.635	-11.7	-14.7	-1.5	-7.0	0.0	-0.1	-0.2

Hits appear at their usual frequency (roughly 4.4% active in at least one column).
